From PubChem
IMP-1 inhibitor – inhibitors of Pseudomonas aeruginosa IMP-1 metallo-beta-lactamase; purified IMP-1, nitrocefin hydrolysis, epi-absorbance fluorescence; inhibition, % at 5.6 µM; 290,000 tested, 0.45% active; AID 1556;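 active = inhibition above the mean plus 3 SD of all compounds in the same screening run, cut at about 4.5% in these data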;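 also: 0% = IMP-1 with DMSO and 100% = DMSO wells lacking enzyme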
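Assay system: purified recombinant IMP-1 beta-lactamase. Input: IMP-1 0.2 nM before substrate addition. Buffer or medium: Zinc- and detergent-supplemented HEPES buffer, pH 7.1. Schedule: 25 °C, 15 min preincubation, 25 min reaction. Signal: Epi-absorbance fluorescence, 480 nm excitation, 530 nm emission. Evaluation: percent inhibition from optical density relative to buffer-blank wells.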
PHOSPHO1 inh – PHOSPHO1 (human) inhibition; recombinant PHOSPHO1, absorbance phosphatase assay; Q8TCT1; AID 1565; inhibition, % at 13.3 µM; 290,000 tested, 1.1% active; in the data active = inhibition above about 60%
GPR7 antagonist – blocks human GPR7 receptor signaling; inhibition, % at 4.4 µM; GPR7-expressing cells, fluorescence antagonist assay; AID 1861; 290,000 tested, 1.1% active; P48145; in the data active = inhibition above about 16%, passing the limit was not always enough;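 also: cells stimulated with the agonist NPW; 0% = agonist with vehicle and 100% = vehicle without agonist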
VIM-2 inhibitor – blocks Pseudomonas aeruginosa VIM-2 metallo-beta-lactamase | purified VIM-2, nitrocefin hydrolysis, epi-absorbance fluorescence | inhibition, % at 5.6 µM | 290,000 tested, 0.89% active;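 active = inhibition above the mean of all tested compounds plus 3 SD, cutoff set per screening run, cut at about 7.5% in these data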;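 also: red hydrolysis product quenches plate fluorescence so inhibitors raise well fluorescence; 0% = enzyme with DMSO and 100% = DMSO without enzyme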
pCIP destab – lowers stability of the mouse p/CIP coactivator protein; 290,000 tested, 0.01% active; decrease of EGFP signal, % at 10 µM; F442A p/CIP-EGFP cells, EGFP fluorescence, 16 h;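 active = EGFP signal decrease of at least 30% at 10 µM or well 3 SD below plate mean, unless failing retest; inactive = the rest, including hits failing retest or dose response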; also: some compounds called inactive have numbers as strong as hits; many of its hits are not listed in these tables
M18AAP inhibitor – blocks P. falciparum M18 aspartyl aminopeptidase | recombinant PfM18AAP, H-Glu-NHMec fluorogenic cleavage | inhibition, % at 7.35 µM | 290,000 tested, 1.2% active | AID 1822;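 active = inhibition above the campaign mean inhibition over all tested compounds plus 3 SD, cut at about 28% in these data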;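 also: 0% = plate median of test compound wells and 100% = 2 mM ZnCl2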
IDE inh – cellular human IDE inhibition; HEK cells, FAbetaB cleavage, fluorescence polarization; inhibition, % at 5.59 µM; 320,000 tested, 0.41% active;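 active = percent inhibition above the average of all tested compounds plus 3 SD, set per screening campaign, cut at about 16% in these data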;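 also: IDE supplied by intact live HEK cells; FP after avidin binding of uncleaved biotin substrate so inhibition keeps polarization high; 0% = DMSO wells and 100% = 60 µM reference IDE inhibitor Ii1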
IDE act – activators of human insulin-degrading enzyme in cells | P14735 | 340,000 tested, 0.073% active | HEK cells, FAbeta-B cleavage, fluorescence polarization; 0% vehicle, 100% cell-free pure enzyme wells | activation, % at 5.96 µM | AID 493087;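 active = activation above the mean of all tested compounds plus 3 SD, set per screening campaign, cut at about 17% in these data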
NALP1 inh – blocks the NALP1 inflammasome reconstituted in yeast | S. cerevisiae NALP1/ASC/caspase-1 growth, X-gal OD620, 72 h | inhibition, % at 10 µM | 280,000 tested, 0.61% active; in the data active = inhibition mostly above about 24%, no sharp cut-off; inactive = mostly below about 32%; also: some compounds called inactive have numbers as strong as hits
* hit, by the source's call; . = not tested or not shown. No enrichment for hits; about 5.3% have a hit in one of these screens.

SMILES	IMP-1 inhibitor	PHOSPHO1 inh	GPR7 antagonist	VIM-2 inhibitor	pCIP destab	M18AAP inhibitor	IDE inh	IDE act	NALP1 inh
COc1cc(CNC(=O)OCC(C)C)cc(OC)c1OC	-2.7	-11	-5	0.8	0	3	-4	1	-11
Cc1c(Cl)cccc1Nc1nc(NCCO)c2ccccc2n1	-2.5	.	5	-0.8	-14	1	3	5	.
c1coc(CNCCCN2CCOCC2)c1	-4.5	-20	2	-4.8	2	0	0	1	15
CS(=O)(=O)N1CCCC(C(=O)NCCc2ccccc2)C1 (configuration not stated)	-2.8	5	4	-1.9	1	-4	2	1	21
O=C1N/C(=C/c2cccn2-c2ccccc2)C(=O)N1c1cccc(Cl)c1	-2.2	4	7	-1.8	-4	7	-1	6	49
CC(=O)c1c(C)[nH]c(C(=O)OCc2cccc(C)c2)c1C	-0.6	15	-11	2.8	-28	-7	-7	-3	3
Cc1cc(C)n(-c2nc3ccccc3c(=O)n2OCCOc2ccccc2)n1	-1.9	-42	-14	-2.0	4	-4	3	-5	-87
CCOC(=O)Cc1csc(NC(=O)Nc2cccs2)n1	-0.2	.	2	1.2	-4	-2	5	5	-3
COc1ccc(S(=O)(=O)N2CCC(C(=O)NC3CC3)CC2)cc1	2.4	17	6	2.9	-15	-6	-3	0	5
Cc1ccccc1C(=O)NC1CC2CCC(C1)N2Cc1ccccc1 (configuration not stated)	-2.2	40	-17	0.9	-15	-5	4	6	4
COc1cccc(/C=N/N2CCN(c3ccc(Cl)cc3)CC2)c1OC	-1.5	16	-9	0.8	2	-17	3	-7	4
COCc1c(C(N)=O)nnn1-c1nonc1N	0.0	15	-1	-0.8	-4	-9	-3	-7	14
O=C(Cc1ccc(Cl)cc1)Nc1ccccc1Sc1ccccc1	-3.9	-9	-6	-0.2	-14	3	2	4	17
Cn1c(SCC(=O)NCc2ccc3c(c2)OCO3)nc2c(c1=O)SCC2	-1.2	3	-11	-2.2	6	6	4	0	6
CCn1c(SCC(=O)Nc2ccccc2-c2ccccc2)nnc1-c1ccoc1C	-0.1	4	6	0.5	-5	-1	5	-1	8
O=C(Nc1ncnc2sc3c(c12)CCCCC3)c1ccc(F)cc1	-2.9	-9	0	-3.9	-2	-4	-3	3	2
C/C(=N\NC(=O)CCn1nnc2ccccc21)c1ccco1	-3.1	12	21*	-1.9	0	-4	-3	-1	2
O=C(NCC1CCCO1)C(c1ccncc1)N(Cc1cccs1)C(=O)CN1C(=O)c2ccccc2S1(=O)=O (configuration not stated)	-2.6	49	6	-2.5	-12	-5	6	6	12
CCNC(=O)COC(=O)c1ccc(S(=O)(=O)N2CCCCCC2)cc1	0.2	51	1	-0.4	-4	-11	-2	5	2
CN(C)S(=O)(=O)N1CCN(C(=O)N(c2ccccc2)c2ccccc2)CC1	0.6	-7	-9	-2.1	0	-8	1	1	6
COc1ccc2c(c1)CCc1c(C(=O)N3CCCC3)noc1-2	-4.1	0	6	-2.3	-3	-8	5	-8	2
CC(C)NC(=O)CCn1c(=S)oc2ccccc21	-2.4	-3	-2	-3.3	-3	3	-3	2	-11
Cc1ccc(Oc2nsnc2N2CCOCC2)cc1	-0.4	9	13	2.7	1	-7	-3	4	7
CC(=O)Nc1ccc(S(=O)(=O)Oc2ccc(Br)cc2C(=S)N2CCOCC2)cc1	-3.2	18	-5	-2.5	-10	21	7	2	9
COc1ccc(NS(=O)(=O)c2c(C)n(C)c(=O)n(C)c2=O)cc1OC	-6.0	-7	-2	-2.6	-2	4	0	7	2

Other records
SMILES	IMP-1 inhibitor	PHOSPHO1 inh	GPR7 antagonist	VIM-2 inhibitor	pCIP destab	M18AAP inhibitor	IDE inh	IDE act	NALP1 inh
CCNc1nc(SCc2ccccc2)nc(N2CCOCC2)n1	-3.4	-11	-9	1.1	-14	-2	4	-2	2
O=C(NCCN1CCN(c2ccccc2)CC1)c1ccc2c(c1)[nH]c(=S)n1c3ccccc3nc21	-3.8	-5	-5	-2.7	-7	6	-1	8	15
Cc1cnnc2c1-c1no[n+]([O-])c1CC2	-4.4	-41	16	-1.8	4	-7	-3	1	10
CCn1nc(NC(=O)c2ccco2)c2cc3ccc(C)cc3nc21	-3.4	3	-18	0.5	13	-3	2	2	14
C/C=N/NC(=O)CCNC(=O)c1ccccc1	-2.5	-5	-13	-0.7	12	2	1	1	25
COc1ccc(/C=N\NC(=O)c2ccccc2F)cc1COc1ccc(F)cc1	-0.6	24	-3	1.1	7	-2	-2	5	-2
C/C=C/C(=O)OCC(=O)Nc1ccc(SC(F)F)cc1	-0.8	20	-6	0.1	-3	-8	-2	4	14
CCn1cc(C(=O)NCCc2ccccc2)c(=O)c2cc(S(=O)(=O)N(C)C)ccc21	-1.7	2	-15	-8.2	-6	2	3	0	26
COc1ccc(-n2nc(C(=O)NCC(=O)N3CCN(C)CC3)c3ccccc3c2=O)cc1	-1.9	10	-9	4.3	-15	2	0	4	18
COc1ccc(C(CCNCc2ccccc2F)c2ccc(F)cc2)cc1 (configuration not stated)	-2.6	6	28*	-4.3	-10	3	5	9	46*
COc1ccc(C(=O)N2N=C(c3cccs3)CC2c2ccccc2O)cc1 (configuration not stated)	0.1	24	4	1.2	7	11	-3	5	20
CS(=O)(=O)N1CCN(c2ccc(NC(=O)c3ccc(Br)o3)cc2)CC1	-0.7	4	0	-0.8	-9	1	3	0	34
Nn1cnn(Cc2ccccc2)c1=S	-0.9	40	7	-2.6	-6	6	-1	7	35
COc1ccccc1OCCN1C(=O)S/C(=C\c2ccco2)C1=O	-0.2	34	5	-1.0	-17	7	8	4	4
COc1ccccc1/C=C/C=N/n1c(-c2ccncc2)n[nH]c1=S	-1.9	79*	-13	-0.8	-21	8	-1	3	16
COc1ccc(CCNC(=O)CNC(=O)c2ccccc2Br)cc1OC	-2.5	42	0	-3.8	12	-3	0	0	-11
Cc1ccc(C(C)C)cc1S(=O)(=O)Nc1ccncc1	-1.9	.	12	0.9	-12	-8	-2	2	8
Cc1ccc(SCC(=O)Nc2ccc3c(c2)OCCO3)cc1	-4.2	-8	-8	-3.6	-1	-2	0	0	48
Cc1cc(=O)[nH]c2ccc(Cl)cc12	-1.2	16	-9	-3.3	-4	-10	-3	7	38
COc1ccc(O)c(C(=O)c2cnc3c(c2)c(=O)[nH]c(=O)n3C)c1	-1.4	-16	-2	1.6	7	11	4	-2	26
CN(C)S(=O)(=O)c1cccc(NC(=O)CNCC2CCCCC2)c1	-2.0	27	-4	-3.9	-13	-2	-2	3	-7
O=C(CSc1c2c(nc3cc(Cl)ccc13)CCCC2)NCc1ccco1	-2.1	-29	0	-0.4	6	0	6	0	-10
COc1ccc(/C=N\NC(=O)c2nn(C)cc2Cl)cc1CN1CCOCC1	-3.1	-15	-6	0.0	5	-11	12	3	8
Cc1cc(C)c2nc(N3CCCC3)c(C#N)cc2c1	0.2	21	-12	-0.1	-10	-2	1	5	9
COCC(C)NC(=O)c1cc(S(=O)(=O)N2CCCCC2)ccc1N1CCOCC1 (configuration not stated)	0.6	12	16	1.1	5	2	-2	3	20

Carrying on:
SMILES	IMP-1 inhibitor	PHOSPHO1 inh	GPR7 antagonist	VIM-2 inhibitor	pCIP destab	M18AAP inhibitor	IDE inh	IDE act	NALP1 inh
COC(=O)c1cc(OC)c(OC)cc1NC(=O)Nc1ccccc1OC	-4.4	-7	-15	-0.6	-2	6	0	7	14
COc1ccc(-n2c(=S)[nH]c3cc(C(=O)N(C)Cc4ccccc4)ccc3c2=O)cc1	-2.9	9	5	-2.3	-13	6	0	8	-34
COc1ccc(-n2c(Cc3cccn3C)nnc2SCC(=O)Nc2ccc(C)cc2)cc1	-1.7	5	14	-1.2	-10	-11	1	-1	17
CCc1cccc2c1NC(=O)C2(O)N1CCCC(C)C1 (configuration not stated)	-2.7	30	0	-1.0	-4	6	1	2	8
N#Cc1ccc(NC(=O)c2sc3cc(C(F)(F)F)cnc3c2-c2cccs2)cc1	0.2	29	-6	-1.5	-22	3	-7	3	-1
Cn1c(COc2ccccc2)nnc1SCC(=O)NNC(=O)C1CCCCC1	-3.1	10	-5	-1.4	2	-16	0	1	4
COc1ccc(NC(=S)N(Cc2ccc(Cl)cc2)Cc2ccc(C(=O)O)cc2)cc1Cl	-1.2	-1	5	-2.8	7	2	-5	3	13
Cc1ccc(O)c(C(=O)c2cnc3c(c2)COc2ccccc2-3)c1	0.1	-6	-13	-0.8	-17	-4	2	0	23
O=C(CNC(=O)N1CC(=O)Nc2ccccc21)NCc1ccccc1	-1.4	12	-6	-1.0	-2	0	3	0	1
Cc1cc(C(=O)N/N=C/c2cccc(OC(=O)c3ccco3)c2)n[nH]1	-3.2	32	7	-4.4	-1	4	3	5	2
O=C(COc1ccc2ccccc2c1)Nc1cccc(C(=O)Nc2ccccc2C(=O)O)c1	-2.7	-1	-10	-3.1	13	2	1	-3	9
Cc1ccc(S(=O)(=O)N2CC3CCCN3c3ccc(C(F)(F)F)cc32)cc1 (configuration not stated)	-1.0	0	-4	-1.9	-16	-1	-1	8	-2
CCOC(=O)c1c(C)[nH]c(N=Nc2cccc(C)c2)c1C	-3.0	8	-4	-4.5	2	-5	1	-1	52
CCc1ccc(C(=O)Nn2c(C)nc3ccccc3c2=O)cc1	-3.8	33	-3	-1.8	-2	0	1	-1	0
CN(C)CCN1C(=O)C(=O)/C(=C(/O)c2ccc(OCc3ccccc3)cc2)C1c1ccncc1 (configuration not stated)	-3.9	-3	-13	-4.8	-3	5	.	-3	35*
COc1ccc(C(=O)NC(C)c2nc3ccccc3n2C)cc1OC (configuration not stated)	0.0	18	-1	-1.2	-3	3	4	2	12
c1ccc(-c2nnc(SCC3CCCCO3)nc2-c2ccccc2)cc1 (configuration not stated)	-1.3	-52	-23	-1.9	-28	-4	1	7	9
CCC(C)NC(=O)C1CCCN(C(=O)NC2CCCCC2)C1 (configuration not stated)	-3.4	4	-1	-2.2	-1	0	5	5	1
COc1ccc(NC(=S)N(CCC(C)C)C2CCN(C(C)=O)CC2)cc1	-3.6	.	-16	-4.1	-5	2	1	4	-9
CCOC(=O)c1c(NC(=O)Cc2ccccc2)sc2c1CCN(CC)C2	-3.2	12	-3	0.3	4	-4	-1	-2	-68
O=C(/C=C/c1ccc(S(=O)(=O)N2CCOCC2)cc1)NCCCn1ccnc1	3.9	-4	-12	1.6	3	1	-5	3	4
O=C1NC2(CCCCC2)C(=O)N1/N=C/c1ccc(O)cc1O	-2.5	0	3	-5.4	-12	19	1	2	-28
Cc1cc(Nc2cc(C(=O)O)ccc2C)n2ncnc2n1	-1.8	-9	-8	1.0	5	-2	1	7	3
O=C(NC(=O)N1CCN(c2cccc(Cl)c2)CC1)c1ccc(Cl)cc1	-5.4	38	-2	-2.5	-7	1	6	-4	29
COc1ccccc1NC(=O)CSc1nnnn1-c1ccccc1F	-0.8	-51	1	-1.9	-7	8	1	6	8

Only PHOSPHO1 inh and IDE act, for 2 of the compounds above:
SMILES	PHOSPHO1 inh	IDE act
Cc1ccc(S(=O)(=O)N2CC3CCCN3c3ccc(C(F)(F)F)cc32)cc1 (configuration not stated)	0	8
CCOC(=O)c1c(C)[nH]c(N=Nc2cccc(C)c2)c1C	8	-1
